WRN helicase inh – inhibitors of human WRN helicase. Q14191. WRN helicase unwinding, fluorescent forked duplex, kinetic. Potency, µM (titrated, usually from 114 µM), for the others: top-dose activity change, negative = inhibition, hits mostly inhibitors. hit rate 0.46% among 360,000; further: potency means the concentration at half of the fitted maximal effect; on the % scale 0 is the no-effect control and ±100 the full control effect; nearly all actives have a fitted effect of over 55% in size
Target sequence (Q14191 whole entry, looked up): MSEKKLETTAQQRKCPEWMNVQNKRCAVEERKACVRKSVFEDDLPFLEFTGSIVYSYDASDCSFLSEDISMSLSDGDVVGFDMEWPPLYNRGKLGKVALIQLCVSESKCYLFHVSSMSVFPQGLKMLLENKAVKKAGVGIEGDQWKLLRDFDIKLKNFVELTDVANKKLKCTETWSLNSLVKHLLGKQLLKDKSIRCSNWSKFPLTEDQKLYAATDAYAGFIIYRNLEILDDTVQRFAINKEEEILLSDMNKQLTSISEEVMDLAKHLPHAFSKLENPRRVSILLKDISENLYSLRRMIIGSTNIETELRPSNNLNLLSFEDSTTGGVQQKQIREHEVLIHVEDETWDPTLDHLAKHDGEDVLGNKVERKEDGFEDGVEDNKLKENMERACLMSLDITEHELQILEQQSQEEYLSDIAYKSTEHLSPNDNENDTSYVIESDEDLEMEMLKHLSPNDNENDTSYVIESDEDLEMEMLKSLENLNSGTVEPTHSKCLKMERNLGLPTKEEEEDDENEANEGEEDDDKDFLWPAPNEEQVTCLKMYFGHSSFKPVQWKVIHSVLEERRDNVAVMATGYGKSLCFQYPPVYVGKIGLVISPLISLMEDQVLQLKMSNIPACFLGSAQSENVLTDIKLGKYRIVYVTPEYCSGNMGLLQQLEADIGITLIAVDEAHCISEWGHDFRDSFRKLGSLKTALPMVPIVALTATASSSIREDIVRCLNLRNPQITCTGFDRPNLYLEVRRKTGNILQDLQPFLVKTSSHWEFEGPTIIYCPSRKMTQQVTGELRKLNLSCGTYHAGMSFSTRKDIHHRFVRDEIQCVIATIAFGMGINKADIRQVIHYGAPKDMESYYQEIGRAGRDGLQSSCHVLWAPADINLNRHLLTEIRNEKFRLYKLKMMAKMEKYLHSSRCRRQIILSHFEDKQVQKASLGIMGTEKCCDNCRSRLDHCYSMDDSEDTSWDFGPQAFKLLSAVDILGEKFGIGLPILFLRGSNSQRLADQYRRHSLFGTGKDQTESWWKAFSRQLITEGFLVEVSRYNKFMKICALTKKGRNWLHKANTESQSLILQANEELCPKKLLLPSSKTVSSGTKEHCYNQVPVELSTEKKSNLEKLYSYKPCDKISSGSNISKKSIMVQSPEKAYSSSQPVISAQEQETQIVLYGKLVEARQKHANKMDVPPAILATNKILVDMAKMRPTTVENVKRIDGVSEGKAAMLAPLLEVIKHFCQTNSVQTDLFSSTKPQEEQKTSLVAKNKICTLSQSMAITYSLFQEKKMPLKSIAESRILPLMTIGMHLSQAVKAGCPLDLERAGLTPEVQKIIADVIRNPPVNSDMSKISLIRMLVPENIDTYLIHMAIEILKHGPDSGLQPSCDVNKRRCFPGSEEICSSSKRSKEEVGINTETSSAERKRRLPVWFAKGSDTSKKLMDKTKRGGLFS
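Kinetic red-fluorescence monitoring (525/598 nm) tracks WRN helicase activity after 100 nM fluorophore-quencher forked duplex and 2 mM ATP are added to 20 nM enzyme pretreated 15 min at room temperature with compound.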
IL-2 act – activates IL-2 in a cell-based reporter assay; IL-2 activation reporter assay, cell-based qHTS; stimulated with anti-CD3/CD4/CD28 beads; in transgenic mouse T cells; AID 652025; hit rate 0.065% among 360,000; activation, % (series mostly up to about 46 µM); in the data active means activation above about 50%; inconclusive means mostly about 30% to 49%; further: 0% is about no effect
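Using fluorescent plate cytometry, EGFP and DsRed are detected in transgenic mouse T cells stimulated 18 h at 37 degrees C with antibody-coated beads after 60 min compound pretreatment.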
HEK293 tox – cytotoxic in the GLP-1 receptor inverse agonist counter-screen; Potency, µM (titrated, usually from 38.3 µM), without a hit: at the top dose activity change, negative = inhibition, most hits filed as inhibitors; hit rate 0.13% among 410,000; HEK293 cAMP-luciferase reporter cells, luminescence, 24 h;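 further: loss of luciferase light is scored as toxicity; potency means the concentration at half of the fitted maximal effect; on the % scale 0 is the no-effect control and ±100 the full control effect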
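Step one: seed cells (200 cells/uL, DMEM with 10% Nu serum, 1% pen-strep). Step two: 12-hour incubation at 37 deg C. Step three: pin 23 nL compound, incubate 24 hr. Step four: add luciferase reagent, read luminescence 12 min later.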
D3 ag – D3 dopamine receptor (human) agonism; P35462; D3R DiscoveRx beta-arrestin cells, luminescence, 90 min; max activation, %; hit rate 0.58% among 410,000; in the data active means max activation above about 30%; further: 0% is about no effect; mostly tested at two doses, the higher about 12 µM
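Agonist-mode cell screen: cells plated at 1500/well and incubated overnight at 37 °C, then exposed to library compounds for 90 min at 37 °C. Detection reagent was added for 30–60 min at room temperature, and luminescence was read.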
PLK1 PBD block – inhibitors of human PLK1 polo-box domain binding | P53350 | Plk1 PBD binding of FITC phosphopeptide, fluorescence polarization | Potency, µM, for the others: max response, negative = inhibition, actives largely listed as inhibitors | hit rate 2.8% among 360,000 | AID 720504; further: potency means the concentration at half of the fitted maximal effect; series mostly up to about 57 µM; on the % scale 0 is the no-effect control and ±100 the full control effect; nearly all actives have a fitted effect of over 65% in size
PI5P4K alpha inh – PI5P4K alpha (human) kinase inhibition | P48426 | PI5P4Kalpha enzyme, ADP-Glo luminescence, 60 min; hits give low values | max response, % | hit rate 1.2% among 330,000 | AID 652105; active means max response of -50% or lower; inconclusive means between -30% and -50%; inactive means -30% or higher; further: value at the top dose of about 77 µM; on the % scale 0 is the no-effect control and ±100 the full control effect
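Quantitative HTS of the MLSMR library against PI5P4Kalpha with substrate. ATP added last at 5 microM final; room temperature, 60 minutes. Remaining ATP depleted, ADP converted and read as luminescence.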
GLP1R inv ag – acts as inverse agonist at human GLP-1 receptor; P43220; HEK293 GLP-1R CRE-luciferase, luminescence, 24 h; GLP-1R form is constitutively active; Potency, µM (series often up to 38.3 µM), without a hit: top-dose activity change, negative = inhibition, most hits filed as inhibitors; hit rate 1.6% among 410,000; AID 624417; further: potency means the concentration at half of the fitted maximal effect; on the % scale 0 is the no-effect control and ±100 the full control effect; nearly all actives have a fitted effect of over 55% in size
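Luminescence readout: a drop in cAMP-driven luciferase signal flags inverse agonism at a constitutively active GLP-1R stably expressed in HEK293. Compound exposure lasted 24 hr at 37 deg C, 5% CO2.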
D3 antag – antagonists of human D3 dopamine receptor; P35462; D3R cells, DiscoveRx beta-arrestin luminescence, antagonist mode; hits give low values; max response, negative = inhibition, %; hit rate 2.5% among 360,000; in the data active means max response below about -50%; inconclusive means no clear call, values can overlap the other calls; further: on the % scale 0 is the no-effect control and ±100 the full control effect; mostly tested at two doses, the higher about 12 µM
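Cells plated overnight at 1500 cells/well, then exposed to library compounds with dopamine controls for 90 minutes at 37 degrees C. DiscoveRx reagent added for 30–60 minutes at room temperature; luminescence read, quantitative HTS format.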
GLP-1R agonist – GLP-1 receptor (human) agonism; P43220; Potency, µM (highest dose often 45.6 µM), inactives show at the top dose activation, usual class: activators; HEK293 GLP-1R CRE-luciferase, luminescence, 4-6 h; cells express a hypersensitive GLP-1R form; hit rate 0.007% among 380,000; further: potency means the concentration at half of the fitted maximal effect; % of control where 0% means no effect
* marks the source's active call; other numbers are inactive results; ? = inconclusive; · = no result given; [ ] = remark or other dose. Unless noted, the call rests on the fitted dose curve; in most records, active means well fitted curve in the direction sought with a large enough effect; inconclusive means small, poorly fitted or top-dose-only effect, or another doubt; inactive means no such curve, though single readings can be large; an effect the other way counts as inactive or inconclusive.

Values run as follows: WRN helicase inh	IL-2 act	HEK293 tox	D3 ag	PLK1 PBD block	PI5P4K alpha inh	GLP1R inv ag	D3 antag	GLP-1R agonist
COc1ccc(NC(=O)C2CCCN2C(=O)Nc2cccc(F)c2)cc1 (centres undefined)
 : 3%	0.3	-8%	-18	-6%	-4	3%	-26	7%
O=C1CN(C(=S)NC(=O)c2ccccc2[N+](=O)[O-])CCN1
 : -11%	0.3	6%	4	-16%	-3	11%	-21	-6%
COc1ccc(CN(C(=O)c2oc3ccccc3c2C)C2CCS(=O)(=O)C2)cc1 (centres undefined)
 : -20%	9.1	-10%	5	0%	0	-23%	?	7%
CCN1CCN(C(=O)CN(C)S(=O)(=O)c2ccc(Cl)cc2)CC1
 : -4%	1.5	10%	-56	-7%	·	0%	-24	-12%
CC(C)=CCCC(C)CN1CCC(n2nccc2NC(=O)C2CCCC2)CC1 (centres undefined)
 : 1%	-0.6	-7%	-18	-10%	-4	?	-29	-7%
CCCNC(=O)C(NS(=O)(=O)c1ccc2c(c1)c(=O)n(C)c(=O)n2C)c1ccccc1 (centres undefined)
 : 0%	-0.2	8%	-6	-23%	-1	-4%	-15	7%
C=C1CCN([C@@H](C)C(=O)NCc2ccc(Cl)cc2)S(=O)(=O)c2ccccc21
 : -1%	0.4	12%	-21	-15%	-1	-21%	?	-4%
O=C(NC(c1ccccc1)c1ccccc1)c1cccc(S(=O)(=O)NCc2ccccc2)c1
 : -8%	-0.6	-16%	-3	-1%	2	-68%	-4	0%
CN(C)c1ccc(-c2nnc(-c3cccs3)o2)cc1
 : 0%	-0.7	4%	1	1%	1	-6%	11	-1%
Cc1cn([C@H]2C[C@H](O)[C@@H](/C=C/C(=O)NCc3ccccc3)O2)c(=O)[nH]c1=O
 : -11%	-0.1	-2%	-1	-9%	2	1%	-6	-1%
CC(C)Oc1cccc(C(=O)C2CCCN(Cc3cnc(N4CCCC4)s3)C2)c1 (centres undefined)
 : -1%	-1.2	-2%	-18	-12%	0	?	-83*	31%
Cc1cccc2sc(NNC(=O)c3ccc4c(c3)OCCO4)nc12
 : 1%	-0.8	-17%	5	-16%	-1	?	-16	4%
C/C(=C/C=N/Nc1nc(N2CCCCC2)nc(N2CCCCC2)n1)c1ccccc1
 : 9%	0.9	-7%	19	-2%	0	2%	2	-4%
O=C(CN1CCN(C(=O)C2COc3ccccc3O2)CC1)Nc1ccc(F)cc1 (centres undefined)
 : -1%	-0.6	9%	3	3%	1	-6%	12	1%
C=CCn1c(C2CC(=O)N(c3ccc(C)cc3)C2)nc2ccccc21 (centres undefined)
 : 1%	-3.6	-9%	-6	-7%	-1	3%	-19	-1%
CC(=O)OCC1OC(n2c(S)c(C#N)c(-c3ccccc3)c(C#N)c2=O)C(OC(C)=O)C(OC(C)=O)C1OC(C)=O (centres undefined)
 : 0%	-7.4	-22%	-4	?	?	51%[activator]	4	0%
CC(NC(=O)N1CCN(c2ccccc2F)CC1)c1ccc(F)c(F)c1 (centres undefined)
 : 5%	0.1	-3%	5	-11%	1	?	7	13%
COc1ccc(Cl)cc1C(=O)NCc1ccco1
 : -1%	-2.4	1%	1	-10%	-1	1%	-9	17%
Cc1ccc(N(C(=O)c2snc(C(N)=O)c2N)C(C(=O)NC2CCCC2)c2ccc(C)o2)cc1 (centres undefined)
 : -2%	0.8	-8%	6	-9%	1	?	12	8%
CC(C)(C)SCCNC(=O)COc1ccccc1
 : -1%	-0.1	13%	-1	-13%	·	19%	-11	-4%

2 compounds from above, showing only PLK1 PBD block, PI5P4K alpha inh and IL-2 act:
SMILES	PLK1 PBD block	PI5P4K alpha inh	IL-2 act
CCN1CCN(C(=O)CN(C)S(=O)(=O)c2ccc(Cl)cc2)CC1	-7%	·	1.5
CC(C)Oc1cccc(C(=O)C2CCCN(Cc3cnc(N4CCCC4)s3)C2)c1 (centres undefined)	-12%	0	-1.2

Later entries
Values run as follows: WRN helicase inh	IL-2 act	HEK293 tox	D3 ag	PLK1 PBD block	PI5P4K alpha inh	GLP1R inv ag	D3 antag	GLP-1R agonist
CC(NC(=O)C1CCN(C(=O)[C@@H]2Cc3ccccc3CN2)CC1)c1ccccc1 (some centres undefined)
 : -8%	-2.7	-13%	2	?	-4	-30%	-4	-4%
CSc1nsc(SCC(=O)NCc2ccc(C)cc2)n1
 : 6%	-0.1	11%	-10	-1%	-6	-28%	1	-4%
CCOC(=O)N1CCN(C(=O)CSc2nnc(-c3c[nH]c4ccccc34)n2CCOC)CC1
 : 7%	-0.3	3%	4	2%	-1	1%	56	-1%
COc1ccc(-c2cc3cc4c(cc3cn2)OCO4)cc1
 : 2%	-0.5	?	-11	0%	0	?	-15	3%
CCC1Sc2ccc(S(=O)(=O)CCC(=O)Nc3ccccc3Br)cc2NC1=O (centres undefined)
 : -12%	-1.5	5%	8	-11%	4	-23%	-9	-6%
COCCCNC(=O)Cn1c(=O)n(-c2ccc(Cl)cc2)c(=O)c2c3c(sc21)CCCCC3
 : ·	·	-2%	0	·	·	16%	·	0%
O=C(Nc1ccc(S(=O)(=O)N2CCCC2)cc1)C1CC(=O)N(CCc2ccc(F)cc2)C1 (centres undefined)
 : 2%	1.1	37%	-3	-6%	-9	-15%	-5	-18%
Cc1ccc2c(c1)[nH]c1c(=O)n(CCN3CCCCC3)cnc12
 : -3%	-0.3	-14%	-12	-6%	1	-11%	0	-4%
COc1ccccc1/C=C/C(=O)OCC(=O)Nc1ccc(Cl)cn1
 : 3%	-1.8	?	-19	-2%	3	?	7	2%
CCOc1ccc(Br)cc1S(=O)(=O)N1CCC(C(=O)O)CC1
 : -2%	0.0	3%	7	-11%	-3	4%	5	7%
COc1cccc(C(=O)OCC(=O)c2ccc(Br)s2)c1
 : -23%	-1.3	6%	4	-5%	-28	?	2	3%
COc1cc(CCC(=O)Nc2cc(S(=O)(=O)N3CCOCC3)ccc2OC(C)C)cc(OC)c1OC
 : 11%	-2.6	4%	-5	-5%	3	29%	-21	0%
COC(=O)C1=C(C)N(Cc2ccccc2)C(=NCCc2ccccn2)N[C@H]1c1cccc(F)c1
 : 7%	0.0	?	-17	-23%	0	?	0	2%
O=c1nc2s/c(=C\c3ccco3)c(=O)n2nc1Cc1ccc(F)cc1
 : 50µM*	0.6	1%	7	-23%	-56*	0%	23	-14%
OCCCc1cn(CC2CCCCC2)nn1
 : -2%	3.1	2%	-3	-7%	3	2%	2	-3%
Cc1ccc(C)c(S(=O)(=O)N2CCN(C(=O)c3cncc(Br)c3)CC2)c1
 : 2%	-3.5	-4%	29	-11%	-1	-14%	5	6%
CCCCCC(=O)Nc1nc(C)c(-c2csc(Nc3cc(Cl)ccc3OC)n2)s1
 : -12%	-0.3	?	-6	?	-25	10%	9	6%
Cn1c(CNC(=O)c2ccc3c(c2)OCO3)nnc1SCC(=O)Nc1ccc(F)cc1
 : -7%	1.9	0%	-3	-1%	5	-27%	-3	1%
CCOc1ccc(NC(=O)CCNS(=O)(=O)c2ccc3c(c2)CC(C)N3C(C)=O)cc1 (centres undefined)
 : 6%	-3.0	3%	5	3µM*	?	2%	9	7%
Cc1onc(-c2c(F)cccc2Cl)c1C(=O)NCC1COc2ccccc2O1 (centres undefined)
 : 2%	1.2	15%	-3	-11%	2	?	-24	-6%
O=C(c1ccccc1Oc1nnnn1-c1ccccc1)N1CCOCC1
 : -8%	1.4	59%[activator]	1	-5%	7	1%	8	21%
COc1ccc(N2CCN(C(=O)c3cc(C)on3)CC2)cc1
 : 5%	-1.1	-2%	-2	-11%	0	4%	-8	9%
Cc1ccc(Cn2nnc3c(=O)n(CC(=O)OCc4ccccc4)cnc32)cc1
 : 6%	-0.6	-10%	-4	3%	-1	-31%	-7	-4%
O=C(CBr)N1CCc2ccccc2C(c2ccccc2)C1 (centres undefined)
 : 1%	-2.4	-24%	-7	-7%	0	?	6	5%
NC(=O)C1CCCN(Cc2ccc3ccccc3c2)C1 (centres undefined)
 : -7%	0.1	-7%	-5	-13%	3	-18%	-27	-4%
Cc1cc(C)nc(Sc2ncnc3sc4c(c23)CCC4)n1
 : 2%	-1.8	-8%	-7	-14%	-3	-9%	1	4%
O=C(Cn1nc(-c2ccc(Cl)cc2)ccc1=O)NCC1CCCO1 (centres undefined)
 : -3%	-2.3	5%	1	-1%	1	8%	-2	-4%
CNC(=S)N1CCN(c2nc(-c3cccc(OC)c3)cs2)CC1
 : -6%	1.5	-5%	2	-15%	3	-22%	4	0%
COc1cc(C(=O)Nc2nc3ccc4nc(C)sc4c3s2)cc(OC)c1OC
 : -6%	-1.5	-2%	-2	2%	·	3%	5	-14%
COc1ccc(C(CC(=O)Nc2cc(C)ccn2)N2Cc3ccccc3C2=O)cc1 (centres undefined)
 : 1%	0.0	6%	-1	-11%	3	6%	-14	11%
COc1ccc(NC(=O)CCSc2nc(-c3ccc(OC)cc3)cc(C(F)(F)F)n2)cc1
 : ·	·	-16%	-16	·	·	0%	·	-1%
Nc1ccc(OCc2ccccc2)cc1
 : 5%	-0.7	-5%	-6	-7%	0	9%	-18	?
COc1ccccc1Nc1nn2c(=O)c3ccc(C(=O)NCCCOC(C)C)cc3nc2s1
 : ·	·	-8%	0	·	·	6%	·	3%
C/C(=N/NC(=O)CNC(=O)c1ccccn1)c1cccc([N+](=O)[O-])c1
 : -6%	-0.5	3%	-5	?	-21	5%	12	3%
CC(NCC(=O)Nc1ccccc1C(=O)NC1CC1)c1ccc(F)cc1F (centres undefined)
 : 7%	-2.9	-15%	-1	6%	0	-16%	7	-8%
CN(C)CCn1c2c(c(SCC(=O)Nc3cccc4ccccc34)nc1=O)CCC2
 : 4%	0.1	1%	3	-3%	5	?	6	15%
CCN(CC)c1ccc(C(=O)c2cnc(/N=C/N(C)C)s2)cc1
 : -15%	-1.1	-2%	-1	-5%	3	?	-2	10%
CCOC(=O)c1[nH]c2ccc(Br)cc2c1NC(=O)CCN1CCC(C(=O)OCC)CC1
 : -2%	-0.3	-2%	-14	-12%	1	-23%	-21	4%

Screens (PubChem BioAssay)
